BRCA1 expr up: qHTS Assay to Identify Small Molecule Activators of BRCA1 Expression; Potency, µM (series often up to 46.1 µM), for the others: at the top dose activation, hits mostly activators; 380,000 tested, 1.1% active; AID 624202, 2012; MCF7-BRCA1-FFLuc reporter, luminescence, 48 h; response scale: scaled: vehicle 0%, 10 µM genistein 100%; active = well fitted activation curve with a large enough effect; inconclusive = small, poorly fitted or top-dose-only effect; inactive = no such curve, though single readings can be large or run the other way; note: nearly all actives have a fitted effect of over 80% in size; some results filed as inactive show a strong effect at the top dose
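Luminescence from a BRCA1-driven firefly luciferase in MCF7 cells was the read-out, taken 15 min after substrate addition following 48 h compound exposure at 37 °C. Data were normalized to a 10 microM genistein control and DMSO vehicle.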
uPA surface inh: qHTS for Inhibitors of Cell Surface uPA Generation; Potency, µM (series often up to 38.3 µM), inactives show at the top dose activity change, negative = inhibition, usual class: inhibitors; cell surface uPA generation assay, qHTS; 330,000 tested, 0.31% active; active = well fitted inhibition curve with a large enough effect; inconclusive = small, poorly fitted or top-dose-only effect; inactive = no such curve, though single readings can be large or run the other way; tested in mouse RAW 264.7 cells; note: % is set by controls: 0 for no effect and ±100 for the full control effect; nearly all actives have a fitted effect of over 55% in size
Active calls of the source: *; ? = inconclusive; · = no result given; & = joins results of further samples. Potency is the fitted concentration of half-maximal effect.

SMILES | BRCA1 expr up | uPA surface inh
COc1ccc(C(O)(c2ccccc2)c2ccncc2)cc1 (stereo not given) | -74% | -8%
CCOC(=O)[C@]12Cc3cc(C)ccc3[C@H]1N(Cc1ccccc1)C(=O)c1ccccc12 | -27% | ?
N#CC(=C(O)c1ccc(S(=O)(=O)N(CCCl)CCCl)cc1)c1nc2ccccc2[nH]1 | 20% | 1%
CC12CCC3c4ccc(OP(=O)(N5CC5)N5CC5)cc4CCC3C1CCC2=O (stereo not given) | -21% | -2%
Nc1cccc2c1Cc1cc([N+](=O)[O-])ccc1-2 | 49% | -9%
CC12CCC(=O)C=C1CC(O)C1C2CCC2(C)C1CCC2(C)O (stereo not given) | -7% | 0%
Cc1ccc(NC(=O)c2ccc(S(=O)(=O)N(C)c3ccccc3)cc2)cc1S(=O)(=O)N1CCOCC1 | -27% | ?
COC(=O)C1=C(c2cc3ccccc3s2)C[C@@H]2CC[C@H]1N2C(=O)NC1CC1 | -8% | -4%
CCC1(Cc2ccccc2)C(=O)NC(=S)N(C)C1=O (stereo not given) | -24% | 7%
COc1ccc(SCC2CN(C)CCC2c2ccc(F)cc2)cc1 (stereo not given) | -31% | -17%
COc1c(O)cc2c(c1OC)-c1ccc(OC)c(=O)cc1C(NC(C)=O)CC2 (stereo not given) | · | -8%
O=C1N[C@H](Cc2ccccc2)C(=O)N2[C@@H]3[C@H](C[C@@H]12)c1ccccc1N3OOSc1ccccc1 | 0% | 8%
COC(=O)C1=C(c2cccc(OC)c2OC)C[C@@H]2CC[C@H]1N2C(=O)NCc1ccc(C(F)(F)F)cc1 | -9% | 2%
Cc1cccc(CC(c2cccc(C)c2)N(C)C)c1 (stereo not given) | · | -2%
Brc1ccc2[nH]cc(C=NN3CCCCCC3)c2c1 | -16% | 0%
COC(=O)C1=C(c2cc3ccccc3s2)C[C@@H]2CC[C@H]1N2C(=O)NCc1ccc(F)cc1 | -8% | -26%
COc1ccc2c(c1)C1(C(=O)O)CC=CCC1(C(=O)O)C2 (stereo not given) | 23% | 10%
OC(CN1CCOCC1)c1csc2ccccc12 (stereo not given) | -2% | -5%
COc1ccc(-c2ccc(OC)c(OC)c2OC)cc1 | 21% | -9%
COC(=O)C1=C(c2ccccc2)C[C@@H]2CC[C@H]1N2C(=O)NCc1ccccc1 | 0% | 7%
CC(=O)O[C@@H]1/C=C/[C@](C)(O)C[C@@H](C)C/C=C/[C@H]2[C@@H]3O[C@]3(C)[C@@H](C)[C@H]3[C@H](Cc4ccccc4)NC(=O)[C@@]312 | · | ?
CC(=O)N(C)C1=Nc2ccc(Cl)cc2C(c2ccccc2)=[N+]([O-])C1 | -20% | -9%
COC(=O)C1=C(c2cc3ccccc3o2)C[C@@H]2CC[C@H]1N2C(=O)N1CCC(C)CC1 | -43% | -23%
COc1cccc(-n2cnc3sc(-c4ccccc4)cc3c2=O)c1 | ? | 7%
ClCCN(CCCl)c1ccc(-n2cnc3c(Cl)ncnc32)cc1 | -76% | -14%

The last three records of the section before are carried over, then new ones follow.
SMILES | BRCA1 expr up | uPA surface inh
COC(=O)C1=C(c2cc3ccccc3o2)C[C@@H]2CC[C@H]1N2C(=O)N1CCC(C)CC1 | -43% | -23%
COc1cccc(-n2cnc3sc(-c4ccccc4)cc3c2=O)c1 | ? | 7%
ClCCN(CCCl)c1ccc(-n2cnc3c(Cl)ncnc32)cc1 | -76% | -14%
CC(=O)O[C@@H]1/C=C/[C@](C)(O)C[C@@H](C)C/C=C/[C@H]2[C@H](O)C(C)=C(C)[C@H]3[C@H](Cc4ccccc4)NC(=O)[C@@]123 | -53% | ?
COC1C(O)C(C)OC(OC2CCC3(C=O)C(CCC4C3CCC3(C)C(C5=CC(=O)OC5)CCC43O)C2)C1O (stereo not given) | · | 13%
COc1cc(C(=O)NN=Cc2ccc(N(CCCl)CCCl)cc2)cc(OC)c1OC | -55% | -16%
CC(CN1CCOCC1)C(C#N)(c1ccccc1)c1ccccc1 (stereo not given) | -30% | -11%
Cc1ccc(Cn2c(C(CO)Nc3nc(-c4ccc(F)cc4)cs3)nc3ccccc32)cc1 (stereo not given) | -54% | ?
COc1ccccc1N1CCN(CCc2c[nH]c3cc4c(cc23)OCO4)CC1 | -16% | -2%
COc1ccc([C@@H](O)[C@@H](N)c2ccccc2)cc1 | 11% | 1%
C#C[C@]1(O)CCC2C3C(=O)C=C4C(Cl)=CCC[C@]4(C)C3CC[C@@]21C (stereo not given in full) | -41% | -6%
CN1CC(Br)C(=O)NC1=O (stereo not given) | -11% | 0%
O=C1NC(=O)C(=Cc2ccccc2[N+](=O)[O-])C(=O)N1 | 5% | 4%
Cc1cc(N(CCCl)CCCl)ccc1C=Cc1ccncn1 | -29% | -9%
C=C1C(=O)OC2C1CCC(C)C1(O)C=CC(=O)C21C (stereo not given) | -74% | 25%
N#CC1C(C#N)C2CCC1C1C2N1c1ccccc1 (stereo not given) | -6% | 4%
CC1CN1P(=O)(Oc1ccc2ccccc2c1)N1CC1C (stereo not given) | -9% | -7%
O=C(Cc1cc(=O)oc2cc(O)ccc12)NN=Cc1ccc(N(CCCl)CCCl)cc1 | -55% | -6%
COC(=O)C1=C(c2cc3ccccc3s2)C[C@@H]2CC[C@H]1N2C(=O)NCc1ccccc1 | -14% | -13%
CCOC1=C(N2CC2)C(=O)C(OCC)=C(N2CC2)C1=O | -8% | 0%
COC(=O)C1=C(c2cc3ccccc3s2)C[C@@H]2CC[C@H]1N2C(=O)NCCCOC(C)C | 0% | 17%
CC1OC(OC2C=C3CCC4C(CCC5(C)C(c6ccc(=O)oc6)CCC45O)C3(C)CC2)C(O)C(OC2OC(CO)C(O)C(O)C2O)C1O (stereo not given) | · | 0%
NP(=O)(Oc1ccccc1)c1ccccc1 (stereo not given) | -9% | 6%
Cc1[nH]c2ccccc2c1CCN | -8% | -1%
CN1C(=O)C(C2CCCCC2)C(=O)N(C)C1=O | -8% | 3%
CC1[C@H]2Cc3ccc(O)cc3[C@]1(C)CCN2C (stereo not given in full) | -32% | -1%
CC(=O)OC1CC2(O)C3CCC4CC(O)CCC4(C)C3CCC2(C)C1C1=CC(=O)OC1 (stereo not given) | -83% | 2%
CC(=O)Nc1ccc(C=C2C(=O)NC(=O)NC2=O)cc1 | 4% | -9%
(list continues)
SMILES | BRCA1 expr up | uPA surface inh
COC(=O)C1=C(c2ccc(S(C)(=O)=O)cc2)C[C@@H]2CC[C@H]1N2C(=O)N1CCC(C)CC1 | 9% | -3%
C=CCCC1(CC)C(=O)NC(=S)NC1=O | -2% | 7%
NCCc1c(Cc2ccccc2)[nH]c2ccccc12 | -17% | 3%
C=C(C)[C@@H]1[C@H]2OC(=O)[C@H]1[C@]1(O)C[C@H]3O[C@]34C(=O)O[C@H]2[C@]14C | 6% | 11%
COc1cc(/C=C2\C[C@H]3[C@@H]4CC=C5C[C@@H](N6CCCC6)CC[C@]5(C)[C@H]4CC[C@]3(C)[C@H]2O)cc(OC)c1OC | -69% | 1%
CCOCC1(CCc2ccccc2)C(=O)NC(=S)NC1=O | 0% | 1%
O=S(=O)(O)C(=Cc1ccccc1)c1ccccc1 (tested in a mixture with another compound) | ? | -2%
CSc1ccc(C(=O)C2CCCN(C(=O)CCc3c(C)nn(C)c3C)C2)cc1 (stereo not given) | -35% | ?
C[C@@]12N[C@@H](Cc3ccccc31)c1ccccc12 | -8%&3% | 3%&-9%
COC(=O)C1=C(c2cc3ccccc3s2)C[C@@H]2CC[C@H]1N2C(=O)NCc1ccco1 | -12% | -12%
Cc1noc(C)c1CC(=O)N1CCCC(N2CCN(c3ccccc3F)CC2)C1 (stereo not given) | -4% | 1%
O=C1NC(=O)C(Nc2ccccc2)C(=O)N1 | -37% | -1%
O=C1c2ccccc2-c2cc3ccccc3cc21 | -26% | 2%
COc1cccc(NC(=S)NC(=O)c2cncc(Br)c2)c1 | 10% | ?
O=[N+]([O-])c1cccc(NP(=O)(N2CC2)N2CC2)c1 | 0% | -10%
CN1C(=O)NC(=O)C(N=Nc2ccc(Cl)cc2)C1=O (stereo not given) | 13% | -11%
COC(=O)C1=C(c2cc3ccccc3o2)C[C@@H]2CC[C@H]1N2C(=O)NCc1cccc2ccccc12 | -26% | ?
CC(=O)N(C)CC#CCN1CCC(O)CC1 | 0% | 3%
CC(C)(O)/C=C/C(=O)C(C)(O)C1C(O)CC2(C)C3CC=C4C(C=C(O)C(=O)C4(C)C)C3(C)C(=O)CC12C (stereo not given) | · | -4%
CC=C(C)C(=O)OC1CCN2CC=C(COC(=O)C(O)(C(C)OC)C(C)(C)O)C12 (stereo not given) | -20% | 2%
CC(=O)OC1(C)CC(C)C(=O)C(C(O)CC2CC(=O)NC(=O)C2)C1 (stereo not given) | · | ?
CS(=O)(=O)N1Cc2ccccc2-n2nncc2C1 | 5% | 3%
CC(=O)Nc1ccc(S(=O)(=O)N2Cc3cnnn3-c3ccccc3C2C#N)cc1 (stereo not given) | 12% | -8%
Cc1ccc(N=C(/N=C(\N)N[N+](=O)[O-])Nc2ccc(C)cc2)cc1 | -8% | -6%
C[C@]12CCC3C(CC[C@H]4C[C@@H](O)CC[C@]34C)C1C[C@@H](O)[C@@H]2O (stereo not given in full) | -6% | 9%

Full records, looked up by structure. Order of values: BRCA1 expr up, uPA surface inh
Results for CC(C)(O)/C=C/C(=O)C(C)(O)C1C(O)CC2(C)C3CC=C4C(C=C(O)C(=O)C4(C)C)C3(C)C(=O)CC12C (stereo not given) : ·, -4%
Results for CS(=O)(=O)N1Cc2ccccc2-n2nncc2C1 : 5%, 3%
Results for Cc1ccc(N=C(/N=C(\N)N[N+](=O)[O-])Nc2ccc(C)cc2)cc1 : -8%, -6%

A draw from above in order of SMILES length, ascending.
SMILES | BRCA1 expr up | uPA surface inh
Cc1cccc(CC(c2cccc(C)c2)N(C)C)c1 (stereo not given) | · | -2%
CC1CN1P(=O)(Oc1ccc2ccccc2c1)N1CC1C (stereo not given) | -9% | -7%
CC(=O)Nc1ccc(C=C2C(=O)NC(=O)NC2=O)cc1 | 4% | -9%

Returning to the listing; the 4 compounds before the break are reprinted first.
SMILES | BRCA1 expr up | uPA surface inh
CS(=O)(=O)N1Cc2ccccc2-n2nncc2C1 | 5% | 3%
CC(=O)Nc1ccc(S(=O)(=O)N2Cc3cnnn3-c3ccccc3C2C#N)cc1 (stereo not given) | 12% | -8%
Cc1ccc(N=C(/N=C(\N)N[N+](=O)[O-])Nc2ccc(C)cc2)cc1 | -8% | -6%
C[C@]12CCC3C(CC[C@H]4C[C@@H](O)CC[C@]34C)C1C[C@@H](O)[C@@H]2O (stereo not given in full) | -6% | 9%
Oc1ccc(C2=CCNCC2)cc1O | 0% | ?
COC1C(O)C(C)OC(OC2CCC3(C)C(CCC4C3C(O)CC3(C)C(C5=CC(=O)OC5)CCC43O)C2)C1O (stereo not given) | -92% | 11%
c1ccc2c(c1)CNCc1cnnn1-2 | 23% | 21%
COc1ccc(NP2(=O)NCCCN2)cc1 | · | 1%
N#CC1c2ccccc2-n2nncc2CN1S(=O)(=O)c1ccc(Cl)cc1 (stereo not given) | 3% | 14%
COc1cc2nc(CN3CC=C(c4ccccc4)CC3)[nH]c(=O)c2cc1OC | -63% | 3%
C=CCCC1(C(C)C)C(=O)NC(=S)NC1=O | -24% | 6%
CN1CC2=CC(O)CC3Oc4c(O)ccc(c4[C@]23C)C1 (stereo not given in full) | 7% | 5%
Cc1ccc(S(=O)(=O)N2Cc3ccccc3-n3nncc3C2)cc1 | 11% | -2%
C[C@]12CCC3C(CC[C@H]4[C@H](O)[C@H](O)CC[C@]34C)C1CCC2=O (stereo not given in full) | -23% | 0%
CN1Cc2cnnn2-c2ccccc2C1c1ccccc1 (stereo not given) | 7% | 10%
CC1CNCCN1c1ccc(Cl)cc1 (stereo not given) | -24% | 6%
CC12C(C(=O)O)C1(c1ccccc1)C2C(=O)O (stereo not given) | -6% | 4%
COc1cc2c(cc1OC)C13CCN4CC5=CCOC6CC(=O)N2C1C6C5C3C4 (stereo not given) (tested in a mixture with another compound) | 16% | -5%
CCOC(=O)CC(SP1(=S)OCC2(CCCCO2)C(C2CCCCO2)O1)C(=O)OCC (stereo not given) | -3% | 0%
O=C1NC(=O)C(Cc2ccccc2)(Cc2ccccc2)C(=O)N1Cc1ccccc1 | -60% | -7%
CCOC(=O)c1cnc(SCc2ccc(Cl)c(Cl)c2)nc1N1CC1 | -81% | -8%
O=C1N[C@@H](Cc2ccccc2)C(=O)N2[C@H]1C[C@H]1c3ccccc3N(OOSc3ccccc3)[C@H]12 | -11% | 5%
COc1cc(C2c3cc4c(cc3CC3COC(=O)C32)OCO4)cc(OC)c1O (stereo not given) | -70% | -10%
COc1c(O)cc2c(c1OC)-c1ccc(SC)c(=O)cc1C(NC(C)=O)CC2 (stereo not given) | · | -11%
CC1CCN(C(CC(=O)c2ccccc2)C(=O)c2ccccc2)CC1 (stereo not given) | · | -12%
COC(=O)C1=C(c2ccccc2)C[C@@H]2CC[C@H]1N2C(=O)NC1CC1 | 0% | -5%
CCOC(=O)CCCCCNC(=O)c1c(O)[nH]c(=O)[nH]c1=O | 2% | 11%
Cc1cc(C)c(C)c(C(O)(C(=O)O)c2ccccc2)c1C (stereo not given) | -18% | 7%
COC(=O)C1C(C(=O)O)C2(Cl)C(Cl)=C(Cl)C1(Cl)C2(Cl)Cl (stereo not given) | -30% | 3%
COC(=O)C1=C(c2cccc(OC)c2OC)C[C@@H]2CC[C@H]1N2C(=O)N1CCC(O)CC1 | 10% | 0%
O=C(O)C1CC2(Cl)C(Cl)=C(Cl)C1(Cl)C2(Cl)Cl (stereo not given) | -19% | 4%

Source: PubChem BioAssay (National Center for Advancing Translational Sciences (NCATS))

This is a subset; rates above refer to the full screens.
